# Vc quorum ag = quorum light induction in luxS cqsA deficient V. cholerae; V. cholerae BH1578 lux reporter, luminescence, 6 h; activation, % at 18.7 µM; 0.16% of 350,000 active; AID 588436; in the data active = activation mostly above about 9.7%, no sharp cut-off; inconclusive = no clear call, values can overlap the other calls; inactive = mostly below about 3.7%; also: not every result past the cut was called active; inactives centre near 0; reference of the scale not given here
# PfHsp40 rescue = rescue of PfHsp40-mediated yeast toxicity; 0.68% of 340,000 active; AID 504582; S. cerevisiae expressing PfHsp40, growth rescue, ATP luminescence; growth rescue, % at 12.5 µM; in the data active = growth rescue above about 28%, passing the limit was not always enough; inconclusive = no clear call, values can overlap the other calls;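 also: yeast W303a lacking pdr1 and pdr3 grown in galactose medium; growth measured after three days at 30 °C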
# 3CLpro inhibitor = SARS-CoV 3CLpro protease inhibition. 0.14% of 290,000 active. inhibition, % at 6 µM. P0C6X7. AID 1706. recombinant SARS-CoV 3CLpro, quenched FRET peptide cleavage; in the data active = inhibition above about 12%
# BoNT A protease = BoNT A light chain protease inhibition; multiplex microsphere protease substrate cleavage, flow cytometry; inhibition, % at 10 µM; 0.17% of 360,000 active; AID 588499; also: plate controls were buffer without enzyme for full effect and enzyme alone for no effect
# Yp Topo-I inh = inhibitors of Yersinia pestis topoisomerase I | 0.064% of 360,000 active | Y. pestis Topo-I cleavage product accumulation, plate reader | activity, % at 10 µM | AID 504884; in the data active = activity above about 50%, passing the limit was not always enough; inconclusive = no clear call, values can overlap the other calls; also: inactives centre near 2
# TcdB inh = inhibitors of Clostridioides difficile toxin B glycohydrolase. AID 652162. inhibition, % at 9.99 µM. 0.24% of 350,000 active. TcdB glycohydrolase enzymatic assay, plate reader. P18177; in the data active = inhibition above about 10%
# SSB-PriA inh = K. pneumoniae PriA-SSBct interaction inhibition. 0.6% of 430,000 active. AID 1272365. inhibition, % at 33 µM. AlphaScreen SSBct-PriA binding, biotinylated peptide; in the data active = inhibition mostly above about 37%, no sharp cut-off; inactive = mostly below about 20%;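 also: plate controls were negative control peptide for no effect and reference peptide for full effect; strong numbers were not always called active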
# DUSP3 inh = DUSP3 (human) phosphatase inhibition. P51452. recombinant VHR phosphatase, pNPP absorbance. inhibition, % at 13.3 µM. 0.52% of 290,000 active. AID 1654; in the data active = inhibition above about 50%; also: some compounds called inactive have numbers as strong as hits
# Target sequence (P51452 whole entry, looked up): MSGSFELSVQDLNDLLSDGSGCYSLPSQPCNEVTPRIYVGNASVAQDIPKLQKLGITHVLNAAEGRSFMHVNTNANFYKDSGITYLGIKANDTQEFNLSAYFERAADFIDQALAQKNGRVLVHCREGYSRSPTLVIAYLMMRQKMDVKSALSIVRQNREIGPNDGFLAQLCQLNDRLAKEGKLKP
# Anthrax LF prot = blocks Bacillus anthracis lethal factor protease | P15917 | multiplex microsphere protease cleavage assay, LF | inhibition, % at 10 µM | 0.12% of 360,000 active | AID 588501; also: plate controls were buffer without enzyme for full effect and enzyme alone for no effect
# Target sequence (P15917 whole entry, looked up): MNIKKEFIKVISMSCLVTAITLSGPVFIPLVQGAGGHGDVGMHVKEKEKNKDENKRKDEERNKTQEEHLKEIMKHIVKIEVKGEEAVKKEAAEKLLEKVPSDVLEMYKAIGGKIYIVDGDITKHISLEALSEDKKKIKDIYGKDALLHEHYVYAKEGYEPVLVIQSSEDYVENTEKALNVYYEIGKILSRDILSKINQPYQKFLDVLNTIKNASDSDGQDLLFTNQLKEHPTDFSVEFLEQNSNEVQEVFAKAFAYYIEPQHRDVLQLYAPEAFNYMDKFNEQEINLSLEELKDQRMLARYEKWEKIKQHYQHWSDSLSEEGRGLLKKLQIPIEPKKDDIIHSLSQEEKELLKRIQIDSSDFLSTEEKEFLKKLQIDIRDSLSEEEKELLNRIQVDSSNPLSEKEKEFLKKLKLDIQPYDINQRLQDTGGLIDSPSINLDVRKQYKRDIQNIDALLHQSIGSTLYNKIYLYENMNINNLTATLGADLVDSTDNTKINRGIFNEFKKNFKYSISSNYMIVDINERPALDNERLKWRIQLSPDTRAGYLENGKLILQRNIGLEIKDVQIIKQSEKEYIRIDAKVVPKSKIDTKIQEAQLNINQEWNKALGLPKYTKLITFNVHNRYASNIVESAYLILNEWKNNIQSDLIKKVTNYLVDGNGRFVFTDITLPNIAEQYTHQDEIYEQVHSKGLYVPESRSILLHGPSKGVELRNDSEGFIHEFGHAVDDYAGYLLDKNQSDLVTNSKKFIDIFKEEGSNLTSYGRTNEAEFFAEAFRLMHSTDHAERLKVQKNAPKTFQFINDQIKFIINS
# CCHFV vOTU inh = CCHFV vOTU protease inhibition; 0.55% of 370,000 active; inhibition, % at 11.5 µM; Pep-AMC fluorescence; in the data active = inhibition above about 30%; also: 0% = vehicle wells with enzyme and 100% = no enzyme wells
# * hit, by the source's call; i = inactive; u = inconclusive; x = no result given; & = joins results of further samples; ! = a repeat was not active. Rule as the data show it, unless noted: active = inhibition above about 30%; inconclusive = no clear call, values can overlap the other calls; inactive = below that. Some of the compounds tested; count on the stated rates, not on these rows.
SMILES,Vc quorum ag,PfHsp40 rescue,3CLpro inhibitor,BoNT A protease,Yp Topo-I inh,TcdB inh,SSB-PriA inh,DUSP3 inh,Anthrax LF prot,CCHFV vOTU inh
O=C(CN1C(=O)C2CC=CCC2C1=O)NCC(=O)Nc1ccc(F)c(F)c1 (stereo not drawn),4.2,0.0,x,-3.7,5.8,-7.0,-13.3,x,0.1,8.0
C[C@H](CO)N1C[C@H](C)[C@@H](CN(C)C(=O)Nc2ccc3c(c2)OCO3)Oc2ccc(NC(=O)Cc3ccccc3)cc2C1=O,i,-0.9,x,-0.3,12.5,-0.4&0.1,0.6,x,-0.4,-7.4
CCOc1ccc(/C=C/C(=O)OC(C)C(=O)NC2CCCCC2C)cc1OC (stereo not drawn),i,0.6,x,-2.1,4.9,1.2,0.2,x,0.0,3.8
Cc1ccc(CNc2nc3ccccc3n3nnnc23)cc1,-4.5,0.3,-4.0,0.9,-0.8,x,10.9,12.1,1.1,3.4
COc1cccc(C(=O)N/N=C(\C)CC(=O)Nc2ccc(N(C)C)cc2)c1,-0.3,0.3,6.1,-0.6,4.2,-0.5,x,20.4,7.3,4.5
CC(=O)N1CCOc2ccc(S(=O)(=O)N3CCN(c4cc(C)ccc4C)CC3)cc21,-2.5,0.0,-0.5,x,24.2,0.9,4.6,7.3,x,-5.1
CCCOc1ccc(/C(O)=C2\C(=O)C(=O)N(c3ccccn3)C2c2ccccc2F)cc1C (stereo not drawn),0.6,-1.0,7.3,0.5,-5.6,0.2,x,1.8,-10.5,-3.4
CCOc1ccc(NC(=O)CC(=O)Nc2ccc(OCC)cc2)cc1,-0.6,0.0,3.0,-1.8,-6.9,-0.2,-19.1,1.9,-7.0,-5.6
Cc1nc(/C=C/c2ccccc2)[nH]c(=O)c1-c1ccccc1,-0.2,-0.1,-1.6,-0.5,2.8,x,-0.9,-4.5,0.5,-14.2
CN1CCC(N(C)S(=O)(=O)c2ccc(Cl)cc2)CC1,i,-1.9,7.0,0.5,0.8,-0.2,-3.4,66.9,-3.7,-6.9

# Reprinted from the part before: 2 entries; new compounds follow.
SMILES,Vc quorum ag,PfHsp40 rescue,3CLpro inhibitor,BoNT A protease,Yp Topo-I inh,TcdB inh,SSB-PriA inh,DUSP3 inh,Anthrax LF prot,CCHFV vOTU inh
Cc1nc(/C=C/c2ccccc2)[nH]c(=O)c1-c1ccccc1,-0.2,-0.1,-1.6,-0.5,2.8,x,-0.9,-4.5,0.5,-14.2
CN1CCC(N(C)S(=O)(=O)c2ccc(Cl)cc2)CC1,i,-1.9,7.0,0.5,0.8,-0.2,-3.4,66.9,-3.7,-6.9
O=C(Nc1ccc(CN2CCOCC2)cc1)c1cc(Br)ccc1Cl,1.0,0.0,0.7,-2.6,-0.8,1.5,-14.9,15.4,-8.8,-10.3
O=C(CSc1n[nH]c(=O)[nH]c1=O)c1ccc([N+](=O)[O-])cc1,-0.8,5.8,-2.7,0.8,0.7,0.1,1.8,16.5,-5.9,9.0
COc1ccccc1NC(=O)CCN1C(=O)/C(=C/c2cc(OC)c(OC)c(OC)c2)SC1=S,-0.4,0.3,-4.5,1.2,-5.4,0.0,8.0,21.9,6.0,1.4
CCSc1ccc(C(=O)Nc2cccc(C)n2)cc1[N+](=O)[O-],-0.1,-0.7,-0.5,-1.4,0.9,x,9.2,-5.3,2.2,6.3
CC(C)OCCCNC(=O)c1c(N)n(CC2CCCO2)c2nc3ccccc3nc12 (stereo not drawn),6.2,0.5,4.8,13.1,11.4,-0.7,-19.5,-16.7,12.1,1.1
CCOc1ccc(Br)cc1C(=O)N/N=C/c1cccnc1,-0.5,x,2.0,0.3,-7.3,0.1,x,11.3,1.2,-8.0
O=C(Nc1cccnc1)c1cc(-c2ccc(Br)cc2)on1,-0.2,0.9,-1.9,-0.5,-2.4,-0.1,3.2,40.6,-2.8,4.8
O=C(Nc1sc2c(c1C(=O)O)CCC2)c1ccccc1,i,6.6,0.0,0.3,3.9,x,3.0,52.3*,3.6,8.5
Cc1cc(CNC(=O)c2cccc([N+](=O)[O-])c2)c2ccccc2n1,i,-1.2,-0.5,0.3,-10.8,0.7,-9.5,-0.6,-4.5,2.2
CCN(CC)S(=O)(=O)c1ccc(C)c(NC(=O)CNCCN(C(C)C)C(C)C)c1,-3.2,0.4,4.0,-0.7,-4.1,2.0,-17.2,10.6,-7.1,-4.8

# Copied from the list:
# COc1ccccc1NC(=O)CCN1C(=O)/C(=C/c2cc(OC)c(OC)c(OC)c2)SC1=S in Anthrax LF prot is entered as 6.0
# CCOc1ccc(Br)cc1C(=O)N/N=C/c1cccnc1 in CCHFV vOTU inh is entered as -8.0

# The listing continues.
SMILES,Vc quorum ag,PfHsp40 rescue,3CLpro inhibitor,BoNT A protease,Yp Topo-I inh,TcdB inh,SSB-PriA inh,DUSP3 inh,Anthrax LF prot,CCHFV vOTU inh
Cc1c(O)ccc(C(=O)COc2ccc(F)cc2)c1O,-0.2,2.7,1.6,1.0,3.0,x,0.3,25.6,-0.7,3.8
O=C(NCCCCc1ccccc1)c1cccc(NC(=O)C2CCCCC2)c1,-1.6,2.6,x,0.6,15.0,0.1,-6.1,x,-8.4,-2.7
CC1CN/C(=C\C(=O)c2ccccc2)C(=O)N1 (stereo not drawn),-0.2,-0.4,-1.1,-0.8,-2.3,x,x,9.5,-2.6,16.9
Cc1c(O)c(=O)ccn1C,i,1.0,-0.1&-5.7,-0.4,-11.2,x,-1.7,0.9&2.9,3.1,x
Cc1nonc1C(=O)N1CCCC(Nc2ccc(C(C)C)cc2)C1 (stereo not drawn),-0.4,3.6,-1.3,-0.8,8.6,-0.7,-4.5,15.0,-0.7,8.6
Cc1nn(C)cc1C(C)NC(=O)c1cc(COc2c(F)cccc2F)on1 (stereo not drawn),-0.2,-0.1,1.1,-0.1,9.9,x,1.2,-5.0,-1.1,0.4
O=C1NCCCC1C(=O)N/N=C/c1ccccc1O (stereo not drawn),i,-1.4,0.2,0.7,-7.9,x,x,-1.0,-3.1,-17.1
O=C(CN1CCN(Cc2ccccc2)CC1)Nc1ccc2c(c1)CCC2,-0.7,-1.4,0.2,0.7,23.2,0.9,-0.5,4.7,1.0,-4.1
Cn1c(=O)c2c(ncn2CCNC2=NCCCCC2)n(C)c1=O,-0.8,-1.2,-1.6,0.9,3.7,1.9,0.8,21.2,-2.5,-6.4
COc1ccc(CNc2oc(COc3ccccc3)nc2C#N)cc1,0.5,-0.3,-1.2,1.4,-7.3,x,21.3,13.7,-9.9,1.8
CCC(CO)Nc1ccc(-c2nn(C)c(=O)c3ccccc23)cc1[N+](=O)[O-] (stereo not drawn),i,-0.5,0.8,0.9,-12.1,0.9,0.7,26.9,-0.3,0.0
CN(C)CCNc1nc(Oc2cccc(F)c2)c2sccc2n1,0.2,x,x,0.1,1.1,-11.0,x,x,7.9,11.7
COc1ccc(NC(=O)C2CCC(N3C(=O)C4CCCCC4C3=O)CC2)cc1 (stereo not drawn),-0.5,-1.8,-3.1,-2.2,-1.6,-1.4,-0.8,6.4,-19.6,-7.0
CCOC(=O)Cn1c(=O)n(C2CCCC2)c(=O)c2ccccc21,i,0.2,4.2,0.8,1.6,x,-22.7,-0.2,1.9,14.4
CN(C)CCCN(C(=O)c1ccc(S(=O)(=O)N(C)Cc2ccccc2)cc1)c1nc2cc3c(cc2s1)OCO3,x,1.3,1.1,-3.7,-7.2,0.7,40.0*!,20.8,-3.4,5.4
COc1ccccc1C(=O)NC(=O)COC(=O)c1cccc(OC(F)F)c1,-0.7,0.3,x,x,29.4,1.3,-10.7,x,x,0.6
CC(OC(=O)C1CC(=O)N(Cc2ccco2)C1)C(=O)Nc1cccc(C#N)c1 (stereo not drawn),i,-0.5,x,-5.4,9.1,-0.5,0.5,x,-2.3,-6.0
COc1ccc(C)cc1S(=O)(=O)Nc1cc2c3c(c1)CCC(=O)N3CCC2,-1.2,-1.1,x,-1.4,0.7,-0.7,2.2,x,-0.4,-9.8
CC1CC(N(C(=O)c2ccc(Cl)cc2)c2ccccc2)c2ccccc2N1C(=O)c1ccco1 (stereo not drawn),-0.7,-1.8,6.3,-0.5,25.1,x,29.3,-10.8,-2.8,9.5
CCOc1ccccc1NC(=O)c1cc(-c2cc(OC)c(OC)c(OC)c2)nc2ccccc12,-0.2,1.6,1.3,0.8,32.4,0.2,7.7,15.3,1.4,5.0
Cc1ccc(NC(=O)COC(=O)Cc2csc(-c3ccc(Cl)cc3)n2)cc1C,i,5.8,-4.3,-1.3,14.6,-0.3,-9.3,4.4,-7.0,14.2
Cc1cc2ccccc2n2c(SCC(=O)NCC3CCCO3)nnc12 (stereo not drawn),x,x,1.9,x,x,1.9,3.0,6.0,x,2.7
O=C(O)c1cc(NS(=O)(=O)c2ccc(F)cc2)cc(NS(=O)(=O)c2ccc(F)cc2)c1,-0.8,0.4,x,-0.3,0.2,1.6,4.7,x,-3.2,6.4
O=C(COC(=O)C1=COCCO1)NCc1ccc(Cl)cc1,x,0.9,-0.3,-1.7,-9.8,0.8,-6.0,8.3,-4.7,0.9
Cc1nn(C)c(C)c1S(=O)(=O)NC1CCCc2ccccc21 (stereo not drawn),i,0.1,-2.5,-0.2,6.8,x,2.4,10.7,-0.5,5.0
Cc1cc(N2CC(C)OC(C)C2)n2cc(-c3ccccc3)nc2n1 (stereo not drawn),i,-0.1,-0.5,-0.4,7.5,2.1,-2.8,5.8,-6.3,-34.1
CN(CCc1ccccn1)Cc1ccc(Cl)cc1,-0.2,0.0,-0.7,-0.5,10.0,0.0,-7.3,21.3,-0.3,-14.2
CCCn1nc(NS(=O)(=O)c2ccccc2)c2cc3cc(C)ccc3nc21,-0.5,0.2,-3.0,-0.4,3.1,x,-15.5,-20.2,-5.0,4.8
CC(=O)N1CCC(C(=O)NC2CCCc3c2cnn3-c2cc(F)cc(F)c2)CC1 (stereo not drawn),i,-0.3,-3.6,1.6,-5.4,-1.9,-17.7,8.6,-2.4,-5.1
O=C(O)c1cccc(CSc2nnc(-c3cccnc3)o2)c1,i,-1.4,-3.0,2.2,2.3,3.4,-9.4,12.7,3.0,-10.0
COc1ccc(OCCNC(=O)C(Cc2c[nH]c3ccccc23)NC(C)=O)cc1 (stereo not drawn),i,-0.1,2.3,-0.6,-2.4,4.8,-3.8,29.7,-4.5,-6.4
CCOC(=O)CC(NC(=O)Cc1ccccc1)c1ccccc1Cl (stereo not drawn),i,0.1,4.5,-1.9,2.1,x,-4.7,6.8,-0.2,12.9
CC(C)Cc1ccc(S(=O)(=O)Nc2cccnc2)cc1,-0.2,0.6,3.1,-1.1,17.3,-1.7,-3.2,8.8,-15.9,2.2
O=C(Nc1cccnc1Cl)c1cccnc1Cl,i,0.7,-5.8,-1.2,-3.5,x,-14.9,19.6,-2.5,13.0
CC(C)Oc1cccc(C(=O)NC(=S)NCc2cccnc2)c1,-0.3,-1.0,-7.5,-0.2,25.6,x,-2.8,-7.9,-1.3,14.5
Cc1nn(-c2ccccc2)c(C)c1/C=N/NC(=O)CSc1nnc(SCc2cccc3ccccc23)s1,-0.1,1.8,-3.9,-1.4,u,0.9,x,-8.5,-1.6,-6.2

# An excerpt from above, limited to TcdB inh and PfHsp40 rescue:
SMILES | TcdB inh | PfHsp40 rescue
CCOC(=O)CC(NC(=O)Cc1ccccc1)c1ccccc1Cl (stereo not drawn) | x | 0.1
CC(C)Cc1ccc(S(=O)(=O)Nc2cccnc2)cc1 | -1.7 | 0.6
